# ELG1 genotoxic = inducers of genotoxicity in HEK293T ELG1-luciferase cells | AID 504466 | 330,000 compounds, 1.3% hits | HEK293T ELG1-luciferase reporter, luminescence, 16 h | Potency, µM (doses to about 46 µM), without a hit: at the highest dose activity change, positive = activation, hits mostly activators; note: potency is the fitted concentration of half-maximal effect; % of control where 0% means no effect; nearly all actives have a fitted effect of over 60% in size
#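 Genotoxic stress is detected as increased luminescence from luciferase-tagged ELG1 in HEK293T cells, measured with ONE-Glo after a 16 hr treatment at 37 °C.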
# NPC1 promoter act = activators of NPC1 promoter | Huh7 NPC1 promoter luciferase reporter, 24 h | Potency, µM (doses to about 9.22 µM), inactives show top-dose activation, usual class: activators | 320,000 compounds, 2.4% hits;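 note: potency is the fitted concentration of half-maximal effect; % of control where 0% means no effect; nearly all actives have a fitted effect of over 60% in size; reporter is driven by a mutant NPC1 promoter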
#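 Stably transfected Huh7 (NPC1 promoter→luciferase), 1500 cells/well in Opti-MEM + 10% FBS, 2 h settle, then compound 24 h at 37 °C. Luminescence after 10 min with Amplite reagent.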
# ELG1 DNA repair = ELG1-dependent DNA repair inhibition; HEK293T ELG1-luciferase reporter, luminescence, 16 h; DNA damage induced by 5-fluorouridine; Potency, µM (doses to about 46.1 µM), inactives show at the top dose activity change, negative = inhibition, actives largely listed as inhibitors; AID 504467; 330,000 compounds, 2.3% hits; note: potency is the fitted concentration of half-maximal effect; % is set by controls: 0 for no effect and ±100 for the full control effect; nearly all actives have a fitted effect of over 55% in size
#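 Reporter activity after DNA damage by 5-fluorouridine is monitored. Compound-treated cells incubate 16 hr at 37 °C, then ONE-Glo is added for 30 min before luminescence reading.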
# p53 reactivation = restores transcriptional activity of mutant p53 | H1299 p53-A138V BP100-luciferase reporter, luminescence, 24 h | Potency, µM (highest dose often 92.2 µM), inactives show top-dose activity change, positive = activation, hits mostly activators | 320,000 compounds, 0.063% hits | AID 504706; note: potency is the fitted concentration of half-maximal effect; % of control where 0% means no effect; nearly all actives have a fitted effect of over 45% in size
#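 H1299 (p53-null), stable ts p53-A138V + BP100-Luc; 1000 cells/well, Opti-MEM/10% FBS; cpd 4 pt, 1:5; 24 h, 37 deg C, 5% CO2; detection reagent 10 min RT; luminescence.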
# FLuc modulator = firefly luciferase modulation, counter-screen for miR-21 project; P08659; purified FLuc, Km substrates, luminescence inhibition; Potency, µM (top dose mostly 57.5 µM), inactives show top-dose activity change, negative = inhibition, hits mostly inhibitors; 360,000 compounds, 6.9% hits;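 note: potency is the fitted concentration of half-maximal effect; plate controls were vehicle for no effect and reference inhibitor for full effect; nearly all actives have a fitted effect of over 55% in size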
# Target sequence (P08659 whole entry, looked up): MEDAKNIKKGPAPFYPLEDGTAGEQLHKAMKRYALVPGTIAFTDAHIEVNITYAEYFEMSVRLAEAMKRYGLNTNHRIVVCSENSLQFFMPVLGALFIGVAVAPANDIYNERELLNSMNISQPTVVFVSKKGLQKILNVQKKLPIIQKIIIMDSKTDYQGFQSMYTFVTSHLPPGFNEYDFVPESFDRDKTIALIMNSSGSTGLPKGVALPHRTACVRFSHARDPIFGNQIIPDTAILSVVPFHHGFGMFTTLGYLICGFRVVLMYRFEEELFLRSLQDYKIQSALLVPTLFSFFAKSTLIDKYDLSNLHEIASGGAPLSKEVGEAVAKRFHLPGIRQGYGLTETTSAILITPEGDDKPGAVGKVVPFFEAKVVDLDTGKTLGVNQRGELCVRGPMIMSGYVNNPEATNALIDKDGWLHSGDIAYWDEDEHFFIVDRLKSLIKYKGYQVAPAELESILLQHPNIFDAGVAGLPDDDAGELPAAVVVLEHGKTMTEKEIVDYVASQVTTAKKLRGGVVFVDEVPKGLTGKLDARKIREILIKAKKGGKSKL
#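 Biochemical qHTS of compounds, final roughly 60 µM downward over six points, against 10 nM purified firefly luciferase using Km concentrations of substrates (10 uM D-luciferin, 10 uM ATP) in Tris acetate pH 7.5 buffer; luminescence output.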
# RORg inh = blocks mouse ROR gamma transcriptional activity; P51450; Drosophila S2 Gal4-RORgamma UAS-luciferase reporter, 20 h; Potency, µM (top dose mostly 53.6 µM), for the others: at the highest dose activity change, negative = inhibition, hits mostly inhibitors; 310,000 compounds, 5.4% hits; note: potency is the fitted concentration of half-maximal effect; % is set by controls: 0 for no effect and ±100 for the full control effect; nearly all actives have a fitted effect of over 60% in size
#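 Schneider cells (Drosophila), stable Gal4 DBD–ROR gamma + UAS-luc; 1 hr cmpd preincubation; Cu2+ induction 700 uM final; 20 hr ambient; luminescence.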
# Rab9 prom act = Rab9 promoter activation; Huh7 Rab9 promoter-luciferase reporter, luminescence, 24 h; Potency, µM (series often up to 9.22 µM), for inactives: at the highest dose activation, negative = inhibition, usual class: activators; 320,000 compounds, 2.8% hits; AID 485297; note: potency is the fitted concentration of half-maximal effect; % of control where 0% means no effect; nearly all actives have a fitted effect of over 60% in size
#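 Using Huh7 cells stably transfected with Rab9 promoter–luciferase, compounds were incubated 24 h at 37 °C, 5% CO2; luciferase luminescence was read 10 min after reagent addition.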
# TRPV1 agonist = activates the human vanilloid receptor TRPV1. TRPV1-expressing cells, Fluo-8 calcium influx, agonist mode. activation, % at 8.33 µM. 320,000 compounds, 0.19% hits. AID 540275; in the data active = activation above about 80%; inconclusive = between about 30% and that limit; note: 0% is about no effect
#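 TRPV1-expressing cells were cultured overnight at 35.5C and loaded with Fluo-8 calcium dye for 40 to 90 min at room temperature. After a 10 s baseline, compound was added and calcium influx was read kinetically for 3 min (ex 480/em 520 nm).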
# Tb PFK block = blocks T. brucei phosphofructokinase; O15648; T. brucei PFK, ADP-Glo luminescence; Potency, µM (highest dose often 57.5 µM), for the others: at the highest dose activity, negative = inhibition, actives largely listed as inhibitors; 330,000 compounds, 0.17% hits; AID 485367;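 note: potency is the fitted concentration of half-maximal effect; 0% = uninhibited 1x PFK enzyme wells and -100% = no-enzyme wells; nearly all actives have a fitted effect of over 60% in size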
# Target sequence (O15648 whole entry, looked up): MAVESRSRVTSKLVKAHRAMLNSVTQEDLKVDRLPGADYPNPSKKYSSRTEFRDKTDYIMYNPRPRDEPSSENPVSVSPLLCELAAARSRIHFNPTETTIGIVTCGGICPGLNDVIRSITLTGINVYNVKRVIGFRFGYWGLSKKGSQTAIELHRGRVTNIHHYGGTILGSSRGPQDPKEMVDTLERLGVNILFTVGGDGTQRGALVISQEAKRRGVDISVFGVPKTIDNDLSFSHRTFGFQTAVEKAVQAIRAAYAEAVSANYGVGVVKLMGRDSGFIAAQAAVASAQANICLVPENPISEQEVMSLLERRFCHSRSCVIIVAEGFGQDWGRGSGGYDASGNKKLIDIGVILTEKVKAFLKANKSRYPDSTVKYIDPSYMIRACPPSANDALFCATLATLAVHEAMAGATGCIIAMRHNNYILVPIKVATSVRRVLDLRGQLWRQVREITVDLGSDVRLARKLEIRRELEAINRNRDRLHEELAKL
#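 ADP-Glo luminescence quantified ADP after 45 min at room temperature, with 1.25 nM T. brucei PFK, 0.1 mM ATP and 0.5 mM fructose-6-phosphate in pH 8.0 TEA buffer. qHTS titrations up to 57 µM; curves classified by quality.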
# Gal4-VP16 FLuc = counter-screen for ROR gamma inhibitors: Gal4-VP16 reporter; Drosophila S2 Gal4-VP16 UAS-luciferase, luminescence, 20 h; 310,000 compounds, 3.5% hits; Potency, µM (highest dose often 53.6 µM), for the others: at the top dose activity, negative = inhibition, hits mostly inhibitors;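 note: Gal4-VP16 expression switched on by copper sulfate through the metallothionein promoter; potency is the fitted concentration of half-maximal effect; % is set by controls: 0 for no effect and ±100 for the full control effect; nearly all actives have a fitted effect of over 50% in size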
# BRCA1 expr act = activators of BRCA1 expression. MCF7-BRCA1-FFLuc reporter, luminescence, 48 h; response scale: scaled: vehicle 0%, 10 µM genistein 100%. Potency, µM (series often up to 46.1 µM), without a hit: at the highest dose activation, most hits filed as activators. 380,000 compounds, 1.1% hits. AID 624202; note: potency is the fitted concentration of half-maximal effect; nearly all actives have a fitted effect of over 80% in size; some results filed as inactive show a strong effect at the top dose
#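 First, MCF7-BRCA1-FFLuc cells (2000/well) attach for 2 h; next, compounds are pin-added and incubated 48 h at 37 °C; finally, luciferase reagent is added and luminescence read after 15 min.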
# * marks the source's active call; other numbers are inactive results; ? = inconclusive; / = no result given; [ ] = another dose, or the depositor's remark. Unless noted, calls come from the whole dose curve; as a rule, active = well fitted curve in the direction sought with a large enough effect; inconclusive = small, poorly fitted or top-dose-only effect, or another doubt; inactive = no such curve, though single readings can be large; an effect the other way counts as inactive or inconclusive.
SMILES,ELG1 genotoxic,NPC1 promoter act,ELG1 DNA repair,p53 reactivation,FLuc modulator,RORg inh,Rab9 prom act,TRPV1 agonist,Tb PFK block,Gal4-VP16 FLuc,BRCA1 expr act
COc1ccc(CCN2C(=O)CN=C2Nc2ccc(F)cc2)cc1OC,0%,-2%,-4%,-4%,-4%,-12%,-5%,0,0%,5%,0%
CCCc1nn2c(=O)cc(CSCC(=O)Nc3ccc(C)cc3)nc2s1,2%,2%,11%,1%,4%,3%,-1%,-2,5%,-5%,0%
CC(Oc1ccccc1)C(=O)Nc1nnc(C2CCCCC2)s1 (centres undefined),15%,20%,?,16%,?,-6%,?,25,-8%,?,?
COc1ccc(C(=O)COC(=O)CN2C(=O)NC3(CC(C)CC(C)(C)C3)C2=O)c(OC)c1 (centres undefined),0%,-7%,-1%,-12%,/,/,4%,3,0%,/,-10%
Clc1nc2ccccc2cc1-c1nnn(-c2ccccc2)n1,16µM*,3.2µM*,?,2%,2.4µM*,20%,1.6µM*,8,2%,28%,?
O=S(=O)(NCC1CCCO1)c1cnc(Cl)c(Br)c1 (centres undefined),1%,0%,?,-17%,-2%,-7%,-3%,3,-5%,-14%,-6%
CCCCCCSc1ccc(-c2nc3ccc(Cl)cn3c2NCCCC)cc1OC,0%,/,11%,?,/,/,/,/,-1%,/,-2%
N/C(Cc1ccc([N+](=O)[O-])cc1)=N\OC(=O)COc1ccccc1Cl,2%,0%,16%,8%,-20%,9%,-3%,26,3%,6%,1%
O=C1CC(c2ccccc2)c2c(O)cc(O)cc2O1 (centres undefined),2%,1%,-3%,-1%,0%,48%,-1%,-1,-4%,1%,-25%
CC1(C)C(=O)N(c2ccccc2Cl)C(=O)c2ccccc21,7%,1%,6%,1%,2%,-10%,2%,2,-2%,8%,-4%
Cc1ccc(S(=O)(=O)N2N=C3CCCCC3C2(O)C(F)(F)F)cc1 (centres undefined),-7%,-2%,23%,4%,5%,17%,-5%,0,1%,2%,-11%
CC(=O)Nc1cccc(NC(=O)c2ccc(C)c([N+](=O)[O-])c2)c1,0%,9%,19%,15%,?,-2%,22%,29,-9%,27%,54%
CC(O)CNc1ccc([N+](=O)[O-])cc1S(=O)(=O)N1CCOCC1 (centres undefined),1%,-1%,6%,0%,-3%,11%,1%,3,0%,-15%,22%
Cc1ccc(C(=O)CN(CCCC(N)=O)S(=O)(=O)c2ccc([N+](=O)[O-])cc2)cc1,1%,2%,2%,-13%,4%,/,-4%,6,-6%,/,0%
COC(=O)c1ccc(C)c(NC(=O)CN2C(=O)c3ccccc3S2(=O)=O)c1,-3%,-1%,-4%,5%,-2%,-1%,-11%,1,-1%,-4%,-7%
O=C(CN1c2ccccc2S(=O)(=O)c2ccccc21)NCc1ccc(F)cc1,-3%,-2%,-2%,5%,1%,28%,-6%,4,1%,-15%,6%
CCOC(=O)C1CCCN(C(=S)Nc2ccc(F)cc2)C1 (centres undefined),0%,-5%,-4%,13%,0%,-40%,-1%,5,-1%,-14%,-12%
Cc1cc(C)c(S(=O)(=O)/N=C2\C=CC(=O)C(Cl)=C2)c(C)c1,3%,3%,4%,-1%,-15%,?,1%,-1,-22%,-3%,11%
Cc1ccc(C)c(-n2c(SCC(=O)N3CCC(C(=O)O)CC3)nnc2-c2cccc(Cl)c2)c1,5%,-1%,-7%,3%,-3%,5%,7%,27,-6%,10%,31%
COCCNC(=O)c1cc(S(=O)(=O)N2CCCCC2)ccc1N1CCOCC1,2%,4%,7%,-3%,3%,/,2%,0,-1%,/,-12%
O=C(COC(=O)/C=C/c1cccc(C(F)(F)F)c1)NC(c1ccccc1)c1ccccc1,1%,-4%,6%,-5%,0%,-13%,0%,0,9%,0%,24%
O=C(O)/C=C/C(=O)NCCCc1ccccc1,0%,-5%,6%,5%,-4%,-20%,-2%,-5,0%,-10%,-4%
CCOC(=O)C1CCN(S(=O)(=O)c2ccc(OC)c(C(=O)N3CCCCCC3)c2)CC1,-10%,0%,?,0%,0%,17%,0%,0,2%,8%,-20%
CC(=O)Oc1ccc2occ(-c3ccccc3)c2c1,-4%,?,12%,10%,19µM*,14%,-2%,?,1%,-1%,?
COc1ccc(OC)c(NC(=O)CSc2nnc(Cc3cccn3C)n2CCc2ccccc2)c1,-1%,-3%,?,4%,0%,?,1%,-1,1%,?,-16%
CCCC(c1nnnn1CCOC)N1CCN(Cc2ccccc2)CC1 (centres undefined),1%,-4%,-2%,16%,-1%,-31%,-1%,2,-4%,-3%,8%
S=C(NCCc1ccccc1)Nc1cccc2cnccc12,-2%,-34%[inhibitor],1.5µM*,2%,-5%,5µM*,-27%,?,-6%,4.5µM*,-28%
O=C(Nc1cccc(-c2cn3cccnc3n2)c1)c1cccs1,1%,0%,-7%,9%,?,36%,-3%,-1,0%,-6%,33%
OCCC1CN(Cc2cnc(N3CCCC3)s2)CCN1C1CCCC1 (centres undefined),2%,0%,6%,-2%,-1%,-12%,0%,-2,-5%,7%,0%
Cc1ccc2c(cnn2C(=O)CCC(=O)NCc2cccc(Br)c2)c1,-8%,2%,17%,2%,-2%,-8%,4%,-1,-1%,4%,-3%
Cc1ccccc1NS(=O)(=O)c1cc(C(=O)N2CCCC2)ccc1Cl,-2%,1%,-4%,-6%,7%,19%,-3%,1,-2%,6%,-23%
COc1ccc(C(=O)C2CCCN(S(=O)(=O)c3ccccc3F)C2)c(C)c1 (centres undefined),-15%,-5%,?,8%,3%,?,0%,11,-4%,0%,-29%
COc1cc(CN2CCN(CC3CC3)CC2CCO)cc(OC)c1 (centres undefined),0%,-3%,-7%,/,2%,5%,-8%,0,4%,3%,0%
COc1cc(NC(=O)N[C@@H](Cc2c[nH]c3ccccc23)C(=O)O)c(C(=O)O)cc1OC,-2%,-2%,1%,-5%,-2%,6%,-4%[1.84 µM],1,14%,3%,-2%
C/C(=N\NC(=O)c1nnn(-c2nonc2N)c1CSc1ccc(Cl)cc1)c1ccco1,18%,0%,?,10%,-1%,-16%,-1%,10,-1%,-4%,-1%
O=C(N=C1SC2CS(=O)(=O)CC2N1c1ccc(Cl)c(Cl)c1)C1CCCO1 (centres undefined),0%,-2%,2%,-4%,-2%,-12%,-1%,3,-1%,-4%,-2%
N#Cc1cc([N+](=O)[O-])ccc1NC(=O)COC(=O)C1CCC(=O)N1 (centres undefined),-3%,/,0%,0%,/,/,/,/,0%,/,-12%
CCOc1ccc(/C=C2/Sc3ccc(C(=O)N4CCN(C(=O)c5ccco5)CC4)cc3N(C)C2=O)cc1OC,-14%,-19%,21µM*,-6%,-12%,9%,-8%,2,-2%,-12%,/
CC(C)(C)OC(=O)C[C@@H]1C/C=C\C[C@@H](CC(=O)N[C@@H](CO)Cc2ccccc2)C(=O)NCCOC1=O,1%,/,?,3%,/,/,/,/,0%,/,0%
Cc1ccc(Cc2cnc(NC(=O)c3ccco3)s2)cc1,1.8µM*,0.63µM*,?,?,0.85µM*,?,0.63µM*,?,2%,5.6µM*,20%
OCCNCCCCCOc1ccc(F)cc1,0%,-1%,0%,4%,2%,-17%,-5%,-1,-1%,-2%,-1%
O=C1C(=O)N(c2ccccc2)C(c2ccccc2[N+](=O)[O-])/C1=C(\O)c1ccccc1 (centres undefined),5%,0%,?,6%,-23%,4%,14%,13,1%,2%,-5%
CCC(C)(C)n1nnnc1C(c1ccc2ncccc2c1)N1CCN2CCCC2C1 (centres undefined),5%,-8%,14%,-2%,5%,15%,3%,1,5%,15%,-3%
CCO[C@@H]1OC(C(=O)N2CCN(Cc3ccccc3)CC2)=C[C@H](c2coc3ccccc3c2=O)[C@H]1CCCO,-10%,-1%,-17%,-5%,0%,18%,-3%,-3,-3%,3%,-8%
COc1cccc(NC(=O)COC(=O)Cc2ccc(Cl)cc2)c1,-4%,-4%,-7%,2%,-9%,33%,4%,14,-6%,-6%,-1%
Cn1c(=O)cc(OCCCC(=O)Nc2ccccn2)c2ccccc21,21µM*,-5%,?,0%,2%,-36%,-7%,-3,1%,5%,-1%
O=C(NCCNC(=O)c1ccccc1Br)c1cccnc1,0%,0%,-10%,/,2%,/,9%,-2,0%,/,4%

# Bioassay records from PubChem BioAssay.
